Screens deposited in PubChem by National Center for Advancing Translational Sciences (NCATS).
RORgamma inh: ROR gamma (mouse) transcription inhibition; 310,000 tested, 5.4% active; Drosophila S2 Gal4-RORgamma UAS-luciferase reporter, 20 h; Potency, µM (series often up to 53.6 µM), inactives show at the top dose activity change, negative = inhibition, most hits filed as inhibitors; AID 2551; note: potency is the fitted concentration of half-maximal effect; % is set by controls: 0 for no effect and ±100 for the full control effect; nearly all actives have a fitted effect of over 60% in size
Target sequence (P51450 whole entry, looked up, the tested form may be a part): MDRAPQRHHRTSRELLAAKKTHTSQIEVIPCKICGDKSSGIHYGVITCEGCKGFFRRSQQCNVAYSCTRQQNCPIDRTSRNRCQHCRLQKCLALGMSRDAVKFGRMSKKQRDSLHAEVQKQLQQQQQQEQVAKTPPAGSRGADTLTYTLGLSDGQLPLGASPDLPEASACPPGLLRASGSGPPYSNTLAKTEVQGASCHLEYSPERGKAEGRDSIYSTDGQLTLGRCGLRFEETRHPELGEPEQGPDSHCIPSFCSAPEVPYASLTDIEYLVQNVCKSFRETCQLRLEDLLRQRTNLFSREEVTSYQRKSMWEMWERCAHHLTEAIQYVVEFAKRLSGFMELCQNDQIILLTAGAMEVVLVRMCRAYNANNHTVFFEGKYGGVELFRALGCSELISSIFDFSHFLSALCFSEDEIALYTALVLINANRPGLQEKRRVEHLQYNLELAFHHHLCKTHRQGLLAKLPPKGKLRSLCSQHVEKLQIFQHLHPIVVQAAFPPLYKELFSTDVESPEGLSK
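In this cell-based reporter format, copper sulfate (700 uM final) drives Gal4–ROR gamma fusion expression from a metallothionein promoter in Drosophila Schneider cells; compounds preincubated 1 hr, reporter read after 20 hr at ambient temperature.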
FLuc counter: firefly luciferase modulation, counter-screen for miR-21 project | purified FLuc, Km substrates, luminescence inhibition | 360,000 tested, 6.9% active | Potency, µM (series often up to 57.5 µM), inactives show at the highest dose activity change, negative = inhibition, most hits filed as inhibitors | P08659;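 note: potency is the fitted concentration of half-maximal effect; plate controls were vehicle for no effect and reference inhibitor for full effect; nearly all actives have a fitted effect of over 55% in size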
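Purified P. pyralis luciferase (10nM final) with 10uM D-luciferin and 10uM ATP (Km levels) in 50mM Tris acetate pH 7.5, 10mM Mg acetate, 0.01% Tween-20, 0.05% BSA; qHTS 6-point titration, ~60 µM downward; luminescence read.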
Menin MLL FP TR: menin-MLL binding inhibition, Texas Red mutant peptide | O00255 | Menin + Texas Red MLL mutant peptide, fluorescence polarization | Potency, µM (doses to about 61.6 µM), for inactives: at the top dose FP activity change, negative = inhibition, usual class: inhibitors | 270,000 tested, 0.23% active | AID 1768; active = well fitted inhibition curve with a large enough effect in the polarisation, with a control signal flat, not every such curve was filed as active; inconclusive = small, poorly fitted or top-dose-only effect, or effect the other way, or a change in a side signal; inactive = no such curve, though single readings can be large or run the other way; the % refers to the polarisation; note: potency is the fitted concentration of half-maximal effect; % of control where 0% means no effect; many of its hits are not listed in these tables
Target sequence (O00255 whole entry, looked up): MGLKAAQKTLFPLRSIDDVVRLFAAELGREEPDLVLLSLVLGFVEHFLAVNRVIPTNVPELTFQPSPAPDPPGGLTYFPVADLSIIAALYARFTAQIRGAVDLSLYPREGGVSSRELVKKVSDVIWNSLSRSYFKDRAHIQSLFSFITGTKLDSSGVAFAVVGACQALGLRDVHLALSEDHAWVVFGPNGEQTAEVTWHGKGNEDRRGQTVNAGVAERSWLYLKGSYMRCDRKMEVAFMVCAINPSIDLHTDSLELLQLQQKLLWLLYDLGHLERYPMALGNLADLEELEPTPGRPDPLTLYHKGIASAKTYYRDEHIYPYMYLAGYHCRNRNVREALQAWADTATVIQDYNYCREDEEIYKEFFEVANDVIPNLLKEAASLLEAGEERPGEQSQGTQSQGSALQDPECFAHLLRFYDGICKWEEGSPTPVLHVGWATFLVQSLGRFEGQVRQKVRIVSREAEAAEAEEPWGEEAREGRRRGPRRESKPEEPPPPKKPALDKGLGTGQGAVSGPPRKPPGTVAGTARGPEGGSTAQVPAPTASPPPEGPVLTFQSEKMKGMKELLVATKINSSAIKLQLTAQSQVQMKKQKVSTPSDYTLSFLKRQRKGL
PKM2 activator: activators of human pyruvate kinase M2. Potency, µM (highest dose often 57.5 µM), for the others: at the highest dose activation, usual class: activators. purified PKM2, Kinase-Glo ATP luminescence, activation; response scale: 0% is enzyme alone, no compound. 260,000 tested, 0.34% active; note: potency is the fitted concentration of half-maximal effect; % is set by controls: 0 for no effect and ±100 for the full control effect; nearly all actives have a fitted effect of over 55% in size
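Purified hPK-M2 (>95%) run at intermediate activity with 0.1 mM ADP and 0.5 mM PEP in 50 mM imidazole pH 7.2, KCl, MgCl2; 1 h room temperature. ATP formed read by Kinase-Glo luminescence; normalized to uninhibited and no-enzyme controls.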
KCNH2 3.1 block: blocks the human KCNH2 3.1 channel isoform. AID 720553. 340,000 tested, 0.95% active. activity change, % (tested at about 1.8 µM). U2OS KCNH2 3.1, thallium flux FluxOr; stronger effect = lower value;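 active = maximum activity change below -70%; inconclusive = maximum activity change from -70% to -50%; inactive = maximum activity change above -50%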;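 note: thallium influx rate constant from kinetic fluorescence after stimulation buffer; % is set by controls: 0 for no effect and ±100 for the full control effect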
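Measured as rate of thallium-driven FluxOr signal in transduced U2OS cells carrying the 3.1 channel, read kinetically for 2 min upon stimulation; values are rate constants scaled to DMSO control wells.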
Gal4-VP16 FLuc: Gal4-VP16 reporter inhibition counter-screen; 310,000 tested, 3.5% active; Potency, µM (top dose mostly 53.6 µM), for the others: top-dose activity, negative = inhibition, actives largely listed as inhibitors; AID 2546; Drosophila S2 Gal4-VP16 UAS-luciferase, luminescence, 20 h;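 note: Gal4-VP16 expression switched on by copper sulfate through the metallothionein promoter; potency is the fitted concentration of half-maximal effect; % is set by controls: 0 for no effect and ±100 for the full control effect; nearly all actives have a fitted effect of over 50% in size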
NPC1 prom act: NPC1 promoter activation; Huh7 NPC1 promoter luciferase reporter, 24 h; Potency, µM (highest dose often 9.22 µM), for the others: at the highest dose activation, actives largely listed as activators; 320,000 tested, 2.4% active; AID 485313;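 note: potency is the fitted concentration of half-maximal effect; % of control where 0% means no effect; nearly all actives have a fitted effect of over 60% in size; reporter is driven by a mutant NPC1 promoter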
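Quantitative HTS used a cell-based reporter: Huh7 cells stably bearing the NPC1 promoter upstream of luciferase were treated with compounds for 24 h, and promoter activation was read as luminescence.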
Mito fusion yeast: blocks mitochondrial division or promotes mitochondrial fusion; Potency, µM (highest dose often 46.1 µM), for inactives: at the top dose growth rescue (activation), hits mostly activators; S. cerevisiae fusion-defective mutant growth rescue, CellTiterGlo 48 h; AID 485298; 320,000 tested, 0.23% active;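 note: potency is the fitted concentration of half-maximal effect; % of control where 0% means no effect; nearly all actives have a fitted effect of over 45% in size; temperature-sensitive fusion mutants such as fzo1-1 at 37 °C on non-fermentable ethanol glycerol medium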
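Growth-rescue viability read-out: after 48 h at the non-permissive 37C in glycerol/ethanol YPEG, yeast mitochondrial fusion mutants are measured by CellTiterGlo luminescence; compounds (23 nl pinned per well) restoring growth score as division inhibitors or fusion activators.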
ELG1 DNA repair: ELG1-dependent DNA repair inhibition. HEK293T ELG1-luciferase reporter, luminescence, 16 h; DNA damage induced by 5-fluorouridine. Potency, µM (series often up to 46.1 µM), inactives show at the highest dose activity change, negative = inhibition, usual class: inhibitors. 330,000 tested, 2.3% active; note: potency is the fitted concentration of half-maximal effect; % is set by controls: 0 for no effect and ±100 for the full control effect; nearly all actives have a fitted effect of over 55% in size
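Luminescence from the luciferase reporter, measured 30 min after ONE-Glo reagent at room temperature, was the read-out. Beforehand, 2,000 cells per well were exposed for 16 hr at 37 °C to 5-fluorouridine together with compound or vehicle.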
Rab9 prom act: activates the Rab9 promoter; Huh7 Rab9 promoter-luciferase reporter, luminescence, 24 h; Potency, µM (series often up to 9.22 µM), for the others: at the top dose activation, negative = inhibition, most hits filed as activators; 320,000 tested, 2.8% active; AID 485297; note: potency is the fitted concentration of half-maximal effect; % of control where 0% means no effect; nearly all actives have a fitted effect of over 60% in size
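Huh7 cells stably carrying a Rab9 promoter-luciferase reporter, 1500 cells per well in OP-MEM I with 10% FBS, treated with compound 24 hours at 37C. Luciferase activity read by luminescence after 10 minutes with Amplite reagent.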
MBNL1 CUG block: blocks human MBNL1 binding to CUG repeat RNA | AID 2675 | Potency, µM (highest dose often 57.5 µM), for the others: top-dose activity change, negative = inhibition, hits mostly inhibitors | Q9NR56 | 280,000 tested, 0.036% active | TR-FRET MBNL1-His/biotin-(CUG)12 binding, 665/545 ratio; active = well fitted inhibition curve with a large enough effect in the signal ratio, with a control signal flat, not every such curve was filed as active; inconclusive = small, poorly fitted or top-dose-only effect, or effect the other way, or a change in a side signal; inactive = no such curve, though single readings can be large or run the other way; the % refers to the signal ratio; note: potency is the fitted concentration of half-maximal effect; % is set by controls: 0 for no effect and ±100 for the full control effect
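Compounds (final 92 nM to 58 uM) are added to His-tagged MBNL1 and biotin-(CUG)12, then terbium anti-His antibody and streptavidin-XL665 (5 nM final). After 60 min at room temperature, the 665/545 nm ratio is read.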
* marks the source's active call; other numbers are inactive results; ? = inconclusive; · = no result given; & = joins results of further samples; [ ] = another dose, or the depositor's remark. Unless noted, calls come from the whole dose curve; as a rule, active = well fitted curve in the direction sought with a large enough effect; inconclusive = small, poorly fitted or top-dose-only effect, or another doubt; inactive = no such curve, though single readings can be large; an effect the other way counts as inactive or inconclusive.

SMILES	RORgamma inh	FLuc counter	Menin MLL FP TR	PKM2 activator	KCNH2 3.1 block	Gal4-VP16 FLuc	NPC1 prom act	Mito fusion yeast	ELG1 DNA repair	Rab9 prom act	MBNL1 CUG block
O=C(OCCCc1cc2ccccc2c(=O)o1)c1ccc(C(F)(F)F)cc1	·	-3%	·	·	14	·	1%	12%	21%	-2%	·
O=C(O)CSCC(=O)N(c1ccccc1)c1ccccc1	4%	-1%	-24%	-5%	13	-7%	-4%	3%	-1%	0%	-3%
CCOC(=O)c1c(C)[nH]c(C)c1-c1ccccc1OC	-1%	8%	25%	1%	6	-13%	0%	2%	17%	1%	2%
COc1ccc(/C=N/NC(=O)CCc2c(C)n[nH]c2C)cc1O	-18%	8%	0%	-2%	-11	5%	2%	-1%	14%	0%	12%
Cn1cccc1Cc1nnc(SCC(=O)N2CCN(c3ccccc3)CC2)n1-c1ccc(F)cc1	45%	2%	?	1%	-4	4%	2%	1%	-3%	0%	-1%
COCc1ccccc1C1=CC(=O)C[C@H](c2ccc(OC)cc2)C1	·	5%	·	·	-5	·	-1%	3%	-8%	-2%	·
COc1ccc(OC)c(/C=C/C(=O)OCC(=O)NCc2ccco2)c1	·	-1%	·	·	-2	·	4%	9%	?	1%	·
Clc1ccc(OCCn2cnc(Cl)c2Cl)cc1	?	-2%	·	4%	21	0%	-2%	-5%	6%	-1%	-6%
CC1(C)CC(N(Cc2ccccc2)C(=O)Cc2ccccc2)CCO1 (stereo unspecified)	20%	-2%	-15%	-1%	2	-1%	-2%	7%	2%	-3%	-3%
COC(C[C@H]1O[C@H]1[C@@H](O)[C@H](C)OCc1ccccc1)OC	-9%	1%	·	0%	12	4%	0%	1%	7%	-5%	6%
COc1ccccc1C(CC(=O)Nc1nccs1)c1ccco1 (stereo unspecified)	-34%	-1%	?	0%	-5	2%	-1%	1%	-4%	-5%	-12%
COc1ccc(CCNC(=O)CSc2nnc(-c3cccc(F)c3)o2)cc1OC	4%	4%	13%	-7%	7	0%	-3%	-1%	0%	-9%	3%
CN(Cc1ccccc1)S(=O)(=O)c1nnc(NC(=O)c2ccccc2)s1	24%	4%&5%	-25%	·	-10	-7%	-5%	33%	-1%	3%	74%[activator]
COc1ccccc1NC(=O)Cn1cc(C(=O)c2ccco2)c2ccccc21	37%	?	-13%	-4%	-18	-6%[10 µM]	-8%	6%	?	-3%	-5%
COc1ccc(CNC(=O)C2CCNCC2)cc1	?	8%	-8%	11%	-2	7%	-1%	0%	0%	-5%	0%
c1ccc(Cn2nnc3c(N4CCc5ccccc5C4)ncnc32)cc1	20%	-12%	0%	14µM*	0	-14%	-4%	-1%	?	0%	-9%
O=C(CCN1C(=O)C2CCCCC2C1=O)Nc1cc([N+](=O)[O-])ccc1Cl (stereo unspecified)	·	6%	·	·	-3	·	-2%	-2%	0%	-1%	·
COc1ccc(Nc2nc(C)cc(C)c2C(N)=O)cc1OC	0%	-1%	3%	-13%	9	-9%	3%	0%	6%	6%	-11%
Cc1nnc(SCC(=O)NCCN2C(=O)CSC2=O)s1	-7%	6%	9%	4%	2	-2%	1%	1%	0%	0%	-1%
O=C(NC1CCCCC1)N1CCCC(c2nc3ccccc3[nH]2)C1 (stereo unspecified)	6%	4%	27%	3%	-7	5%	-2%	-7%	-10%	-1%	-5%
CC(=O)Nc1nc2c(c3c1c(=O)oc1ccccc13)CCCCC2	-29%	1%	-3%	-14%	·	-1%	0%	3%	-4%	-2%	6%
COc1cccc(CN2CCN(Cc3ccc(O)cc3)CC2CCO)c1 (stereo unspecified)	16%	-2%	2%	0%	-1	-12%	-2%	-1%	8%	1%	-8%
COc1cc2[nH]ccc(=O)c2cc1OC	-7%	2%	-1%	-5%	-32	-1%	-3%	-2%	5%	-4%	-21%
C/C(N)=C(/C#N)C(=O)CSc1n[nH]c(-c2cccs2)n1	12%	-16%	21%	12%	-15	-2%	0%	2%	?	3%	-15%
COc1ccc(NS(=O)(=O)c2cc(NC(=O)c3ccc(=O)[nH]n3)ccc2N2CCOCC2)cc1	·	2%	·	·	40	·	0%	0%	15%	-2%	·

Further results
SMILES	RORgamma inh	FLuc counter	Menin MLL FP TR	PKM2 activator	KCNH2 3.1 block	Gal4-VP16 FLuc	NPC1 prom act	Mito fusion yeast	ELG1 DNA repair	Rab9 prom act	MBNL1 CUG block
O=C1c2cccnc2C(=O)N1Cc1ccc(Cl)cc1	2%	0%	1%	6%	-6	6%	2%	-1%	1%	-5%	?
COc1ccccc1C(=O)n1nc(-c2ccco2)nc1N	2%	2%[2.3 µM]	-4%	-7%	12	0%	5%	-2%	9%	-1%	-2%
O=C(NCCc1ccccc1)c1ccc(-c2ccccc2Cl)o1	1%	?	1%	-2%	6	5%	-2%	?	?	2%	13%
Cc1ccc(Cn2ncc3c(N4CCCC4)ncnc32)cc1	19%	5%	17%	13µM*	-1	-1%	-2%	-6%	?	-5%	-3%
COc1ccc(NC(=O)COC(=O)c2cc(=O)c3ccccc3o2)cc1OC	·	1%	·	·	-5	·	-1%	0%	33%	1%	·
O=C(NC(=S)Nc1cccc([N+](=O)[O-])c1)C1CCCCC1	10µM*	-9%	·	-1%	-17	?	14%	-10%	15%	15%	13%
Cc1cccn2c(=O)c(C(=O)NCCCN3CC(C)CC(C)C3)c(O)nc12 (stereo unspecified)	·	-1%	·	·	-17	·	1%	-9%	20%	0%	·
CC(C)CC(NC(=O)C1CCC(C)CC1)C(=O)Nc1cccnc1 (stereo unspecified)	-9%	2%	-1%	10%	-6	-2%	-1%	3%	6%	0%	3%
O=C1CCc2cc(S(=O)(=O)Nc3ccc(C(F)(F)F)cc3)cc3c2N1CC3	·	4%	·	·	21	·	-4%	10%	?	9%	·
CC(=O)Nc1ccc(S(=O)(=O)N(C)Cc2cnn(C)c2)cc1	21%	0%	15%	3%	·	4%	0%	0%	-15%	12%	3%
COc1ccc(C(=O)N2CCCC(Nc3ccc(C)c(C)c3)C2)cc1 (stereo unspecified)	33%	3%	·	1%	-22	2%	2%	3%	-3%	0%	2%
O=C(N/C(=C/C=C/c1ccccc1)C(=O)N1CCOCC1)c1ccccc1Cl	?	-1%	-21%	1%	-1	-17%	-6%	0%	-23%	-1%	·
CCC(CC)=NNC(=O)c1ccccc1OCc1ccc(F)cc1	-11%	2%	1%	-3%	19	1%	-3%	2%	3%	2%	5%
O=C(c1ccco1)N1CCN(C(=O)C2CCCN(S(=O)(=O)c3cccc4nsnc34)C2)CC1 (stereo unspecified)	27%	3%	3%	0%	6	3%	-1%	0%	?	-1%	?
Cc1cc(C)n(S(=O)(=O)c2cc(C(=O)O)c(Cl)cc2Cl)n1	1%	3%	2%	5%	2	0%	1%	2%	-1%	-5%	-12%
O=C(NCC1CCCO1)c1cc2cc(F)ccc2[nH]1 (stereo unspecified)	2%	?	-11%	·	2	-9%	11%	1%	26%	6%	-6%
COc1ccc(C/C(N)=N/OC(=O)c2cccs2)cc1	-7%	-13%	?	-4%	-4	?	10%	-2%	0%	1%	-15%
CCOC(=O)c1ccc(N2C(=O)C(CC(=O)NC)N(CCc3ccc(OC)c(OC)c3)C2=S)cc1 (stereo unspecified)	?	2%	22%	1%	20	?	1%	-2%	?	-4%	-1%
COc1ccc(C)cc1NC(=O)NC(C)c1ccc2c(c1)OCO2 (stereo unspecified)	-21%	-16%	·	2%	11	-6%	3%	0%	8%	-4%	-7%
COc1ccccc1CNC(=O)c1cc(C)nc2ccccc12	53%	?	5%	·	6	8%	1%	5%	0%	2%	1%
COc1ccc(C(=O)N2C(=O)c3ccc(N)cc3C2=O)cc1	1%	-17%	5%	-6%	-23	-4%	?	-7%	?	?	10%
CCc1ccc(NC(=O)CSc2nc(NS(=O)(=O)c3ccccc3)cc(=O)[nH]2)cc1	9%	-8%	?	3%	14	2%	-3%	2%	10%	-3%	7%
O=C(Nc1ccc(C(F)(F)F)cc1Cl)c1ccc(Cn2cc(Br)cn2)o1	39%	8%	19%	28µM*	-11	-8%	·	1%	·	·	9%
Cc1ccc(Nc2cc(-n3nc(C)cc3C)ncn2)c(C)c1	?	1%	-9%	1%	-6	-1%	0%	9%	?	-3%	4%
O=C(c1ccccc1)c1ccc(C(=O)N2CCN(c3ccccc3Cl)CC2)cc1	·	·	·	·	-14	·	-2%	24%	-17%	0%	·

This is a subset; rates above refer to the full screens.
